cardiac RTF act = cardiac RTF calcium sensitization | P19429+P45379 | activation, % at 7.2 µM | actives 0.24% (n = 340,000) | IANBD-labeled TnC RTF fluorescence at EC20 calcium; 0% EC20 calcium, 100% full calcium;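 active = activation above the mean over all tested compounds plus 3 SD, cut at about 30% in these data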;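 note: rise in fluorescence read as greater calcium sensitivity of cardiac thin filaments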
LANA DNA inh = blocks KSHV LANA C-terminal domain binding to DNA | MBP-C-LANA/FAM-LBS DNA binding, fluorescence polarization | inhibition, % at 9 µM | actives 0.078% (n = 340,000) | AID 504423;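 active = highest replicate inhibition at or above 60% at 9 µM, even if other replicates fall short; inactive = all replicates below 60% inhibition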;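 note: 0% = neutral control wells and 100% = 4 µM acridine orange control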
PfHsp90 yeast 2 = inhibits growth of yeast expressing Plasmodium falciparum Hsp90. S. cerevisiae expressing PfHsp90, BacTiter-Glo ATP, 48 h; yeast lacking PDR1 and PDR3 efflux regulators. inhibition, % at 9.4 µM. actives 0.32% (n = 310,000);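 active = every replicate shows inhibition above about 80%, whatever the replicate mean, limit read from the data; inconclusive = mean inhibition reaches the set limit but some replicate falls short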;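 note: 0% = DMSO neutral controls and 100% = 20 µM radicicol positive controls; yeast relying on Plasmodium falciparum Hsp90 in place of its own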
CDK5 inh = inhibitors of human CDK5/p35 kinase; inhibition, % at 10 µM; actives 0.01% (n = 330,000); Recombinant CDK5/p35, ADP-Glo luminescence, 60 min; Q00535+Q15078;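 active = highest replicate inhibition of at least 50% and at least 75% of replicates reaching 50%; inconclusive = only one of the two criteria met; inactive = both criteria failed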;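 note: plate controls were DMSO neutral control for no effect and GW8510 at 10 µM for full effect; many of its hits are not listed in these tables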
Target sequence (Q00535 whole entry, looked up): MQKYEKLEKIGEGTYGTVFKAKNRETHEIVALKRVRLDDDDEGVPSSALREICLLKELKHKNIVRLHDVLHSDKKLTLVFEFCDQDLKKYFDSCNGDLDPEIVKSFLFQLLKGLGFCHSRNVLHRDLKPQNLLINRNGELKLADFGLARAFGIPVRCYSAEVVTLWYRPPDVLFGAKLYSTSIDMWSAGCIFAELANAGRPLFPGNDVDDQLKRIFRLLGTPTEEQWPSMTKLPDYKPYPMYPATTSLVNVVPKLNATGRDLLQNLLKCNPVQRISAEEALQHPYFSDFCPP
Target sequence (Q15078 whole entry, looked up): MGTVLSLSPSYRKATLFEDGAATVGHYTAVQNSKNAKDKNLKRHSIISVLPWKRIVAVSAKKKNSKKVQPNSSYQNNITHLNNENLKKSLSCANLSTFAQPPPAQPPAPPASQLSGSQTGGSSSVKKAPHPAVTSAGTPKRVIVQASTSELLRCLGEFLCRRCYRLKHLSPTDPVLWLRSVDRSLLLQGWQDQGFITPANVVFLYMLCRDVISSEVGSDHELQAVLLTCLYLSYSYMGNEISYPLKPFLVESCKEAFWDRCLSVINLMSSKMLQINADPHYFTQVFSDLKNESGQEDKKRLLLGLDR
dFosB activator = activators of mouse delta FosB homodimer; P13346; purified delta FosB, TAMRA-CDK5 oligo fluorescence polarization; percent of positive-control signal above neutral wells; activation, % at 25 µM; actives 0.99% (n = 340,000); AID 493131;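 active = mean activation above about 17%, with every replicate also reaching it, limit read from the data, passing the limit was not always enough; inconclusive = only one of the two conditions met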;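 note: fluorescence polarization rise as delta FosB binds a TAMRA Cdk5 AP-1 oligo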
Rtt109 HAT inh = blocks Candida albicans Rtt109/Vps75 acetyltransferase activity; Q5AAJ8; purified Rtt109/Vps75, ThioGlo CoA-SH fluorescence, 4 h; inhibition, % at 34.9 µM; actives 0.16% (n = 330,000);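 active = inhibition of at least 50% in every replicate; inconclusive = best replicate reaches 50% inhibition but some replicates fall short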
Target sequence (Q5AAJ8 whole entry, looked up): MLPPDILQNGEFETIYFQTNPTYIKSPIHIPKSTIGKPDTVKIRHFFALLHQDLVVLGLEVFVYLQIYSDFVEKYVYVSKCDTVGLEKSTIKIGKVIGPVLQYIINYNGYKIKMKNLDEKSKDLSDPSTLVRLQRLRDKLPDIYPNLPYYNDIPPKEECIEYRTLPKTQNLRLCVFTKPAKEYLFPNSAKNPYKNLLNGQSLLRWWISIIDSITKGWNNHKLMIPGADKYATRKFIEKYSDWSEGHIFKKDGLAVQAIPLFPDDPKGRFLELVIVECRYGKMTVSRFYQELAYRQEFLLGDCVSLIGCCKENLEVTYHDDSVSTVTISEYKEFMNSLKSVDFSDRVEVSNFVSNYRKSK
PvdQ inh = blocks Pseudomonas aeruginosa PvdQ acylase activity; purified PvdQ acylase, fluorescence plate reader; inhibition, % at 10 µM; actives 0.063% (n = 340,000); in the data active = inhibition above about 30%, passing the limit was not always enough; inconclusive = no clear call, values can overlap the other calls;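 note: 0% = vehicle neutral wells and 100% = reference inhibitor wells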
RTF Ca sens inh = cardiac RTF calcium desensitization | P19429+P45379 | IANBD-labeled cardiac RTF, Ca2+ fluorescence | inhibition, % at 7.15 µM | actives 0.12% (n = 340,000);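 active = inhibition above the mean inhibition of all tested compounds plus 3 SD, cut at about 17% in these data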;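 note: assay run at fixed EC70 calcium of 1.6 mM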
Keap1 Nrf2 FP = Keap1-Nrf2 (human) interaction inhibition. Keap1 Kelch-Nrf2 peptide fluorescence polarization, 1536-well. actives 0.15% (n = 340,000). inhibition, % at 9.4 µM. AID 504523; in the data active = inhibition above about 12%; inconclusive = no clear call, values can overlap the other calls; inactive = below about 7.3%;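 note: human Keap1 Kelch domain with fluorescein labeled Nrf2 9mer peptide probe; 0% = neutral control wells and 100% = peptide positive control; higher means more block of Keap1 binding to Nrf2 peptide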
NSD2 inh = NSD2 (human) methyltransferase inhibition. inhibition, % at 12.5 µM. O96028. actives 0.54% (n = 310,000). NSD2 peptide methylation, AlphaScreen, 120 min; in the data active = inhibition above about 50%
SUMO Mot1 rescue = blocks SUMOylation pathway, rescuing yeast Mot1-301 growth; S. cerevisiae Mot1-301 growth rescue, ATP luminescence, 38.5C; percent above DMSO median, 100 means doubled; growth rescue, % at 18.8 µM; actives 1% (n = 320,000); AID 2716;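 active = every valid replicate shows activation above 250% relative to neutral control wells; inactive = the rest, any valid replicate at or below 250%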;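 note: OY570 slx delta 5 strain wells were the positive control but not used for scaling; some compounds called inactive have numbers as strong as hits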
* marks the source's active call; other numbers are inactive results; ? = inconclusive; . = not tested or not shown.

entry	molecule	PvdQ inh	NSD2 inh	RTF Ca sens inh	SUMO Mot1 rescue	LANA DNA inh	dFosB activator
1	Cc1ccc(C(C)NC(=O)C2CCCC2)c(C)c1 (centres undefined)	-9	-3	4	6	0.5	-1
2	CCOC(=O)N1CCC(NC(=O)CCN2C(=O)C3C4C=CC(C4)C3C2=O)CC1 (centres undefined)	-2	-2	-2	10	-0.8	-3
3	CC1CCCCN1C(=O)COC(=O)c1ccc(=O)n(Cc2ccccc2)n1 (centres undefined)	-5	-1	-5	1	1.0	6
4	c1ccc(CC2CCN(C3=Nc4cccc5cccc3c45)CC2)cc1	3	.	-5	21	15	23*
5	O=C(Cc1ccc(-c2ccccc2)cc1)NNC(=S)NCc1ccco1	17	1	6	-18	-0.7	-6
6	O=C(NCCCNC(=O)c1ccc(-c2cc(Cl)ccc2Cl)o1)c1cnccn1	-12	-2	-7	-20	-0.6	-24
7	COc1ccc2c(c1)cc(C(=O)N/N=C/c1c(O)c(C(=O)O)cc3ccccc13)n2C	-5	-4	-11	-4	-1.7	-24
8	NC(=S)Nc1ccc(Cl)cc1Cl	-18	-1	-2	24	.	-3

entry	PfHsp90 yeast 2	Rtt109 HAT inh	CDK5 inh	cardiac RTF act	Keap1 Nrf2 FP
1	14	4	-0.6	-1	0
2	9	-6	-6.2	-1	-8
3	-29	-6	-0.8	-3	0
4	-26	-14	1.3	0	2
5	4	-8	1.5	1	1
6	10	6	0.0	5	-4
7	6	-9	0.7	9	-9
8	12	-1	-2.7	12	-4

Following part.
entry	molecule	PvdQ inh	NSD2 inh	RTF Ca sens inh	SUMO Mot1 rescue	LANA DNA inh	dFosB activator
9	CN1C(C)(C)CC(=NO)CC1(C)C	-1	-1	-5	.	-1.1	-1
10	O=C(Nc1nc2ccc(F)cc2s1)Oc1ccccc1	2	-3	-5	-22	-0.3	?
11	O=C(N/N=C/c1cc2c(cc1[N+](=O)[O-])OCO2)c1cccnc1	-13	14	-8	11	-1.0	7
12	CC(C)(C)NC(=O)NC(=O)COC(=O)CNC(=O)c1cc(Cl)cc([N+](=O)[O-])c1	-12	-5	-7	191	-2.3	-11
13	CCCCN(C(=O)c1cccc(S(=O)(=O)N2CCN(Cc3ccccc3)CC2)c1)c1ccccc1	-7	14	-1	-13	-0.2	-5
14	Cc1ccc(C)n1-c1ccc(C(=O)N2CCOCC2)cc1	-1	2	-4	-5	3.1	-18
15	O=C(Nc1cc(C(F)(F)F)ccc1Cl)c1cccnc1	-13	-4	-12	2	0.3	-3
16	COc1ccnc2c1c(=O)n(Cc1ccc(F)cc1)c(=O)n2C	-10	3	-11	16	-0.7	-12

entry	PfHsp90 yeast 2	Rtt109 HAT inh	CDK5 inh	cardiac RTF act	Keap1 Nrf2 FP
9	-8	-9	0.7	-9	1
10	4	6	-1.7	-8	3
11	0	3	0.3	5	-2
12	2	-1	0.4	6	-3
13	-4	5	-1.7	-4	-2
14	.	5	-0.9	3	-2
15	19	6	-2.7	5	-4
16	-23	4	-2.0	-2	-9

Going on with the list.
entry	molecule	PvdQ inh	NSD2 inh	RTF Ca sens inh	SUMO Mot1 rescue	LANA DNA inh	dFosB activator
17	Cc1ccc(NC(=O)COc2ccc(CCO)cc2-n2nc3ccccc3n2)cc1C	-10	-2	9	-15	0.7	4
18	Cc1c(C(=O)Nc2ccc(OC(F)(F)F)cc2)sc2nc3n(c(=O)c12)CCC3	-3	.	-12	82	1.1	-5
19	CN(C)c1ccc(CNn2cnnc2SCc2ccccc2F)cc1	-12	2	-5	-4	1.4	-6
20	O=C(CCN1CCCCO1)N1CCCC(Nc2ccc(F)c(F)c2)C1 (centres undefined)	-8	0	-5	2	0.9	-4
21	Cc1ccc(CNS(=O)(=O)NCc2cccs2)cc1	-6	-2	5	-13	-1.1	-2
22	CCCCNC(=O)c1cc(C)no1	2	-4	-4	-13	1.2	4
23	O=C(Cn1[nH]c(=O)c2ccccc2c1=O)OCC(=O)c1ccc(Br)cc1	4	0	-23	77	1.5	-9
24	CCOc1nc(-c2ccccc2Cl)ccc1C#N	-9	1	-2	-9	1.5	1

entry	PfHsp90 yeast 2	Rtt109 HAT inh	CDK5 inh	cardiac RTF act	Keap1 Nrf2 FP
17	-5	-3	-2.0	-2	4
18	-8	3	-0.6	-5	2
19	5	-2	-0.6	-6	3
20	8	-10	0.9	-2	0
21	-24	-5	-0.9	-3	2
22	.	9	-0.3	-5	-4
23	-94	12	0.5	-1	0
24	15	-15	0.5	1	-4

Remaining list, next part:
entry	molecule	PvdQ inh	NSD2 inh	RTF Ca sens inh	SUMO Mot1 rescue	LANA DNA inh	dFosB activator
25	Cc1ccccc1CN1CCN(CC2CC3C=CC2C3)CC1 (centres undefined)	-10	2	9	4	-1.1	1
26	CC1(C)CC(=O)C2=C(C1)Oc1nc3ccccc3cc1C2C(C#N)C#N (centres undefined)	-11	4	-4	2	-2.2	-2
27	Cc1cc(C)n2nc(CCc3ccccc3)nc2n1	-6	-1	-2	-14	-1.6	0
28	O=C(NC1CCCCC1)C(c1ccccc1)N(C(=O)c1csnn1)C1CC1 (centres undefined)	-15	5	3	54	0.2	1
29	CN(Cc1cnccn1)C(=O)CC1C(=O)NCCN1Cc1cccc(F)c1 (centres undefined)	-1	-1	-3	-5	1.3	0
30	Cc1onc(-c2ccccc2)c1C(=O)N1CCN(c2ncccn2)CC1	2	-15	-4	-5	-0.6	2
31	Cc1ccccc1S(=O)(=O)NNC(=O)C(=O)NNc1ccccn1	-13	0	-2	-12	1.2	-1
32	O=C(COC(=O)CC12CC3CC(CC(C3)C1)C2)Nc1ncc(Cl)cc1Cl	-6	-3	-27	0	0.9	1

entry	PfHsp90 yeast 2	Rtt109 HAT inh	CDK5 inh	cardiac RTF act	Keap1 Nrf2 FP
25	5	3	0.1	9	2
26	.	9	0.7	1	-10
27	.	10	-3.5	-1	-1
28	31	-2	0.5	3	-6
29	-1	-4	-0.2	1	-2
30	-2	0	-4.6	1	2
31	-16	6	2.3	1	-5
32	-10	-7	0.5	-10	-3

Overlap with the part before: 4 compounds, followed by the next part.
entry	molecule	PvdQ inh	NSD2 inh	RTF Ca sens inh	SUMO Mot1 rescue	LANA DNA inh	dFosB activator
29	CN(Cc1cnccn1)C(=O)CC1C(=O)NCCN1Cc1cccc(F)c1 (centres undefined)	-1	-1	-3	-5	1.3	0
30	Cc1onc(-c2ccccc2)c1C(=O)N1CCN(c2ncccn2)CC1	2	-15	-4	-5	-0.6	2
31	Cc1ccccc1S(=O)(=O)NNC(=O)C(=O)NNc1ccccn1	-13	0	-2	-12	1.2	-1
32	O=C(COC(=O)CC12CC3CC(CC(C3)C1)C2)Nc1ncc(Cl)cc1Cl	-6	-3	-27	0	0.9	1
33	CCOC(=O)CNC(=O)CSc1nnc(-c2c[nH]c3ccccc23)n1CC	-9	0	5	-1	-5.0	-3
34	COc1cc(C=O)ccc1Oc1ccc(S(=O)(=O)N2CCOCC2)cc1[N+](=O)[O-]	-7	1	-4	15	-0.8	-1
35	COc1ccc(S(=O)(=O)N2CCCC2)cc1C(=O)O	-13	-6	-3	0	2.0	-2
36	O=[N+]([O-])c1ccc2nc(NCCCO)nc(-c3ccccc3)c2c1	-1	0	-9	5	-0.9	-1
37	O=C(CSc1nc2c(c(=O)n1-c1ccc(Br)cc1)SCC2)Nc1nccs1	19	1	0	-5	0.3	9
38	CCOC(=O)CC1C(=O)NCCN1C(=O)c1ccc(Cl)c(Cl)c1 (centres undefined)	-5	-1	-4	-1	2.5	-1
39	COc1ccc(NC(=O)N(C)C[C@H]2Oc3c(NC(=O)C4CC4)cccc3C(=O)N([C@H](C)CO)C[C@@H]2C)cc1	6	.	-5	-13	-0.2	-2
40	CC(C)c1ccc(CNC(=O)C(=O)Nc2nccs2)cc1	-5	-2	-6	-3	1.6	6

entry	PfHsp90 yeast 2	Rtt109 HAT inh	CDK5 inh	cardiac RTF act	Keap1 Nrf2 FP
29	-1	-4	-0.2	1	-2
30	-2	0	-4.6	1	2
31	-16	6	2.3	1	-5
32	-10	-7	0.5	-10	-3
33	5	-3	0.3	5	0
34	-1	-3	0.0	7	-3
35	5	6	1.6	-3	-7
36	-10	0	1.0	9	-3
37	7	6	0.8	-5	3
38	5	-7	-0.5	-2	-1
39	0	6	0.1	1	-6
40	1	-10	-1.5	-3	0

The list goes on.
entry	molecule	PvdQ inh	NSD2 inh	RTF Ca sens inh	SUMO Mot1 rescue	LANA DNA inh	dFosB activator
41	NC(=O)c1nnn(-c2ccc([N+](=O)[O-])cc2)c1-c1ccccc1	6	-1	-9	-7	-1.8	-1
42	Fc1ccc(NC(=S)Nc2ccc3nccnc3c2)cc1	-18	105*	-7	13	0.4	-4
43	COc1ccc(N2CCN(CCCNC(=O)CC3Oc4ccc(C)cc4NC3=O)CC2)cc1 (centres undefined)	-4	.	-7	-8	-0.6	-2
44	COc1cccc(/C=C/C(=O)NNC(=O)CCN2CCN(Cc3ccccc3)CC2)c1	-11	7	-7	-7	-1.7	0
45	CCOC(=O)C1CCCN(C2CCN(Cc3nc(-c4ccccc4)no3)CC2)C1 (centres undefined)	-7	2	-3	15	-0.1	-2
46	CCOC(=O)c1sc2nc(C)nc(SCC(N)=O)c2c1C	-4	-1	7	-22	-2.5	-4
47	O=C(CCCc1nc2ccccc2s1)NCc1ccccc1	-14	0	-3	58	-1.6	1

entry	PfHsp90 yeast 2	Rtt109 HAT inh	CDK5 inh	cardiac RTF act	Keap1 Nrf2 FP
41	6	-2	6.0	-1	1
42	-4	3	-1.0	11	-4
43	2	6	1.2	7	1
44	13	5	0.7	2	1
45	15	.	-0.1	-4	0
46	9	7	-0.5	-5	1
47	11	24	0.3	10	-1
